Compound activity (PubChem)
CDK5 p35 inh: inhibitors of human CDK5/p35 kinase; Q00535+Q15078; 330,000 compounds, 0.01% hits; inhibition, % at 10 µM; Recombinant CDK5/p35, ADP-Glo luminescence, 60 min; AID 488839;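 active = highest replicate inhibition of at least 50% and at least 75% of replicates reaching 50%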;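 also: plate controls were DMSO neutral control for no effect and GW8510 at 10 µM for full effect; many of its hits are not listed in these tables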
Cardiac RTF inh: cardiac RTF calcium desensitization; P19429+P45379; IANBD-labeled cardiac RTF, Ca2+ fluorescence; inhibition, % at 7.15 µM; 340,000 compounds, 0.12% hits;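 active = inhibition above the mean inhibition of all tested compounds plus 3 SD, cut at about 17% in these data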;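 also: assay run at fixed EC70 calcium of 1.6 mM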
C-LANA FP: KSHV C-LANA DNA binding inhibition; MBP-C-LANA/FAM-LBS DNA binding, fluorescence polarization; inhibition, % at 9 µM; 340,000 compounds, 0.078% hits;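 active = highest replicate inhibition at or above 60% at 9 µM, even if other replicates fall short; inactive = all replicates below 60% inhibition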;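 also: 0% = neutral control wells and 100% = 4 µM acridine orange control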
PfHsp90 yeast 2: reduces growth (ATP signal) of yeast expressing P. falciparum Hsp90. inhibition, % at 9.4 µM. S. cerevisiae expressing PfHsp90, BacTiter-Glo ATP, 48 h; yeast lacking PDR1 and PDR3 efflux regulators. 310,000 compounds, 0.32% hits;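 active = every replicate shows inhibition above about 80%, whatever the replicate mean, limit read from the data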;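 also: 0% = DMSO neutral controls and 100% = 20 µM radicicol positive controls; yeast relying on Plasmodium falciparum Hsp90 in place of its own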
cardiac RTF act: cardiac RTF calcium sensitization | P19429+P45379 | IANBD-labeled TnC RTF fluorescence at EC20 calcium; 0% EC20 calcium, 100% full calcium | activation, % at 7.2 µM | 340,000 compounds, 0.24% hits | AID 493008;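 active = activation above the mean over all tested compounds plus 3 SD, cut at about 30% in these data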;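 also: rise in fluorescence read as greater calcium sensitivity of cardiac thin filaments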
Rtt109 Vps75: C. albicans Rtt109 histone acetyltransferase inhibition; purified Rtt109/Vps75, ThioGlo CoA-SH fluorescence, 4 h; inhibition, % at 34.9 µM; 330,000 compounds, 0.16% hits; AID 540336; Q5AAJ8;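 active = inhibition of at least 50% in every replicate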
Target sequence (Q5AAJ8 whole entry, looked up): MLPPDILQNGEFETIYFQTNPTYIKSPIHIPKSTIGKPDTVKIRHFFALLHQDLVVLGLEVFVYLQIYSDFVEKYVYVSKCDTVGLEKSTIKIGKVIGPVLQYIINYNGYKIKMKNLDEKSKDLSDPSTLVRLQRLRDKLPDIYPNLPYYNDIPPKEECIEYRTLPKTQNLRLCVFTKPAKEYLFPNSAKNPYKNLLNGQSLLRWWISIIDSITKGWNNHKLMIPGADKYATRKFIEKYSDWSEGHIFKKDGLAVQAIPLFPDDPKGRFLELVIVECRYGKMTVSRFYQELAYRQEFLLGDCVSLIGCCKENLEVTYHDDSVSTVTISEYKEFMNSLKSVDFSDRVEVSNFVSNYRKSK
Keap1-Nrf2 PPI: Keap1-Nrf2 (human) interaction inhibition; Keap1 Kelch-Nrf2 peptide fluorescence polarization, 1536-well; inhibition, % at 9.4 µM; 340,000 compounds, 0.15% hits; AID 504523; in the data active = inhibition above about 12%;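 also: human Keap1 Kelch domain with fluorescein labeled Nrf2 9mer peptide probe; 0% = neutral control wells and 100% = peptide positive control; higher means more block of Keap1 binding to Nrf2 peptide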
NSD2 HMT inh: NSD2 (human) methyltransferase inhibition. NSD2 peptide methylation, AlphaScreen, 120 min. inhibition, % at 12.5 µM. 310,000 compounds, 0.54% hits. AID 743445; in the data active = inhibition above about 50%
Mot1-301 SUMO: SUMOylation pathway inhibition by Mot1-301 growth rescue | 320,000 compounds, 1% hits | S. cerevisiae Mot1-301 growth rescue, ATP luminescence, 38.5C; percent above DMSO median, 100 means doubled | growth rescue, % at 18.8 µM;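 active = every valid replicate shows activation above 250% relative to neutral control wells; inactive = the rest, any valid replicate at or below 250%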;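 also: OY570 slx delta 5 strain wells were the positive control but not used for scaling; some compounds called inactive have numbers as strong as hits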
PvdQ inh: blocks Pseudomonas aeruginosa PvdQ acylase activity. purified PvdQ acylase, fluorescence plate reader. inhibition, % at 10 µM. 340,000 compounds, 0.063% hits. AID 488965; in the data active = inhibition above about 30%, passing the limit was not always enough;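 also: 0% = vehicle neutral wells and 100% = reference inhibitor wells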
dFosB act: enhances mouse delta FosB homodimer DNA binding | P13346 | purified delta FosB, TAMRA-CDK5 oligo fluorescence polarization; percent of positive-control signal above neutral wells | activation, % at 25 µM | 340,000 compounds, 0.99% hits | AID 493131;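 active = mean activation above about 17%, with every replicate also reaching it, limit read from the data, passing the limit was not always enough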;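 also: fluorescence polarization rise as delta FosB binds a TAMRA Cdk5 AP-1 oligo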
Target sequence (P13346 whole entry, looked up): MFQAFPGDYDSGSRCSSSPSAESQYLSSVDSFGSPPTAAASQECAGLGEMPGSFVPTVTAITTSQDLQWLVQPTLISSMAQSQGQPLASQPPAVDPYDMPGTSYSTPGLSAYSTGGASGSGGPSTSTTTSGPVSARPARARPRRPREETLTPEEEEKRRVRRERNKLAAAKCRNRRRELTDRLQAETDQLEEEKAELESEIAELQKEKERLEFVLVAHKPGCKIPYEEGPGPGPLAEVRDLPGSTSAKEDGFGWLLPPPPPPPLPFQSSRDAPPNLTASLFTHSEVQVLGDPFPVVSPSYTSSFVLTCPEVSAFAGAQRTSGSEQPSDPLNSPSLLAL
* hit, by the source's call; · = not tested or not shown.

SMILES	CDK5 p35 inh	Cardiac RTF inh	C-LANA FP	PfHsp90 yeast 2	cardiac RTF act	Rtt109 Vps75	Keap1-Nrf2 PPI	NSD2 HMT inh	Mot1-301 SUMO	PvdQ inh	dFosB act
COc1cc(C(=O)NCCCNc2nc3cc(C)c(C)cc3cc2C#N)cc(OC)c1OC	-6.0	8.0	-0.6	4.3	-3.5	-14.8	2.0	-2.1	7.6	14.0	-5.6
CCOC(=O)c1cnc2c(C)c(-c3ccccc3)[nH]n2c1=O	-1.0	-11.7	0.1	0.1	-3.2	7.5	0.0	-2.6	-0.4	-14.4	4.8
CCOC(=O)CN(C(=O)CSc1nnc2c(n1)[nH]c1ccc(OC)cc12)c1ccc(F)cc1	-1.3	-4.7	0.5	·	1.4	-6.8	-4.1	0.8	-16.8	-7.0	-15.4
CC(C)c1ccc(CCNC(=O)c2cccc(S(=O)(=O)N3CCN(C)CC3)c2)cc1	0.6	-6.8	0.4	1.6	-7.2	0.9	1.1	1.2	-15.3	-5.1	-18.2
COc1ccc(S(=O)(=O)NC(C(C)C)C(C)C)cc1OC	-0.5	-8.3	-1.0	8.9	-2.9	8.5	-5.5	-0.3	5.5	-18.5	-12.4
CS(=O)(=O)c1ccc2nc(NC(=O)CC3CCCC3)sc2c1	-0.5	-3.8	-2.2	-4.1	-2.0	14.9	-1.5	0.4	-1.6	-3.8	-13.8
CC(C)NC(=S)N1CCC(Cc2ccccc2)CC1	0.9	1.5	-0.2	-19.6	-1.5	16.1	-1.3	-0.2	9.9	-5.7	-1.3
Cc1ccc(CCNC(=O)c2nc(CS(=O)(=O)c3ccc(Cl)cc3)no2)cc1	0.3	-3.4	0.6	4.0	2.5	1.2	-3.2	-3.8	-15.1	-11.9	-4.3
O=S(=O)(Nc1nnc(C(F)(F)F)s1)c1ccc(Cl)cc1	-0.2	-5.4	1.2	-1.0	-5.2	5.5	-1.5	0.8	-2.2	-0.7	7.5
CC1=C(C)C(=O)N(CCC(=O)O)C1=O	-6.2	-2.2	-0.7	·	3.2	2.0	-6.1	-1.4	11.9	-14.0	-0.6
CCOC(=O)C1=C(C)N=C2SCCC(=O)N2[C@@H]1c1cccs1	-3.8	-4.1	6.7	-0.5	5.3	2.7	-1.0	-0.9	7.1	-14.6	-7.6
Cc1ccc2[nH]c3c(=O)n(CC(=O)N4CCN(C)CC4)ncc3c2c1	0.8	-6.5	0.2	-13.8	-0.7	7.1	0.1	1.3	-9.3	-5.5	-0.2
Cc1ccc(OCCCCCCN2CCNCC2)cc1	-3.8	3.1	-2.2	7.5	7.0	-10.3	-3.4	5.9	40.4	4.9	0.1
Cc1ccc2c(c1)S(=O)(=O)N(C)C(c1ccccc1)=C2	-0.2	-10.8	0.1	-2.3	-5.0	-0.9	-0.4	13.2	·	-6.5	-6.9
CC(C)c1nc(NCCO)c(C#N)c2c1CCCC2	3.9	-5.6	0.4	-9.5	1.8	·	0.0	-1.8	18.0	14.1	-1.1
COc1ccc(NC(=O)CN2CCC(NC(=O)c3ccco3)CC2)c([N+](=O)[O-])c1	1.3	-11.2	2.3	-8.9	-5.0	8.2	2.5	2.7	100.9	-0.9	-10.0
O=C(Nc1ccn(Cc2ccccc2F)n1)c1ccc(COc2ccccc2Cl)cc1	-1.4	-8.4	-0.4	18.9	8.2	-1.7	-4.1	-0.1	2.1	-12.0	-11.8
Cc1cc(-c2csc(N)n2)c(C)n1Cc1ccccc1	0.0	2.5	-0.2	24.3	6.2	9.7	-1.5	0.4	31.3	-11.3	3.2
COc1ccc(/C=C/C(=O)ONC2=NCCCCC2)cc1OC	0.5	-3.0	4.4	-1.2	0.2	1.3	-5.1	0.2	5.9	-8.6	3.3
Cc1ccc(N/N=C(\Cc2nc3ccccc3[nH]2)c2ccccc2)cc1	1.0	-4.5	0.3	-35.4	-6.8	-1.1	-3.9	·	-7.1	-5.9	-0.7
COc1ccc(OC)c(-n2c(C)ccc2-c2ccc(S(C)(=O)=O)cc2)c1	-1.8	1.1	0.8	1.4	-1.0	-0.9	-0.2	5.1	-15.2	-15.1	-9.2
CCCCSCc1nc2ccccn2c1Br	-0.2	-4.0	-1.2	-8.5	5.2	-7.8	-2.1	-0.9	-1.5	-11.6	-6.2
O=C(O)/C=C/C(=O)Nc1ccccc1C(=O)OCC(=O)c1ccc2c(c1)OCCO2	1.9	-0.8	-2.2	-0.2	0.6	-45.8	0.1	-0.1	·	-14.4	-2.1
CC(C)NC(=O)NC(=O)COC(=O)c1cccc(OC(F)F)c1	-1.0	-7.4	-0.5	11.8	6.0	3.2	0.7	3.9	6.9	-6.4	-9.9

In another format: results already given
SMILES,CDK5 p35 inh,Cardiac RTF inh,C-LANA FP,PfHsp90 yeast 2,cardiac RTF act,Rtt109 Vps75,Keap1-Nrf2 PPI,NSD2 HMT inh,Mot1-301 SUMO,PvdQ inh,dFosB act
COc1cc(C(=O)NCCCNc2nc3cc(C)c(C)cc3cc2C#N)cc(OC)c1OC,-6.0,8.0,-0.6,4.3,-3.5,-14.8,2.0,-2.1,7.6,14.0,-5.6
CCOC(=O)c1cnc2c(C)c(-c3ccccc3)[nH]n2c1=O,-1.0,-11.7,0.1,0.1,-3.2,7.5,0.0,-2.6,-0.4,-14.4,4.8
CCOC(=O)CN(C(=O)CSc1nnc2c(n1)[nH]c1ccc(OC)cc12)c1ccc(F)cc1,-1.3,-4.7,0.5,·,1.4,-6.8,-4.1,0.8,-16.8,-7.0,-15.4
CC(C)c1ccc(CCNC(=O)c2cccc(S(=O)(=O)N3CCN(C)CC3)c2)cc1,0.6,-6.8,0.4,1.6,-7.2,0.9,1.1,1.2,-15.3,-5.1,-18.2
COc1ccc(S(=O)(=O)NC(C(C)C)C(C)C)cc1OC,-0.5,-8.3,-1.0,8.9,-2.9,8.5,-5.5,-0.3,5.5,-18.5,-12.4
CS(=O)(=O)c1ccc2nc(NC(=O)CC3CCCC3)sc2c1,-0.5,-3.8,-2.2,-4.1,-2.0,14.9,-1.5,0.4,-1.6,-3.8,-13.8
CC(C)NC(=S)N1CCC(Cc2ccccc2)CC1,0.9,1.5,-0.2,-19.6,-1.5,16.1,-1.3,-0.2,9.9,-5.7,-1.3
Cc1ccc(CCNC(=O)c2nc(CS(=O)(=O)c3ccc(Cl)cc3)no2)cc1,0.3,-3.4,0.6,4.0,2.5,1.2,-3.2,-3.8,-15.1,-11.9,-4.3
O=S(=O)(Nc1nnc(C(F)(F)F)s1)c1ccc(Cl)cc1,-0.2,-5.4,1.2,-1.0,-5.2,5.5,-1.5,0.8,-2.2,-0.7,7.5
CC1=C(C)C(=O)N(CCC(=O)O)C1=O,-6.2,-2.2,-0.7,·,3.2,2.0,-6.1,-1.4,11.9,-14.0,-0.6
CCOC(=O)C1=C(C)N=C2SCCC(=O)N2[C@@H]1c1cccs1,-3.8,-4.1,6.7,-0.5,5.3,2.7,-1.0,-0.9,7.1,-14.6,-7.6
Cc1ccc2[nH]c3c(=O)n(CC(=O)N4CCN(C)CC4)ncc3c2c1,0.8,-6.5,0.2,-13.8,-0.7,7.1,0.1,1.3,-9.3,-5.5,-0.2
